# Screens deposited in PubChem by The Scripps Research Institute Molecular Screening Center.
# LEDGF integ inh: blocks HIV-1 LEDGF/p75-dependent DNA integration. inhibition, % at 3.7 µM. 0.64% of 370,000 active. TR-FRET IN-LEDGF/p75 DNA integration, Eu/Cy5;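 active = inhibition above the screen-wide mean plus 3 SD, cut at about 13% in these data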;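 note: signal is the Cy5 over europium emission ratio at 671 and 618 nm; 0% = plate median of compound wells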
# ADAM17 inh: inhibits human ADAM17; P78536; recombinant ADAM17, EDANS/DABCYL FRET peptide cleavage; inhibition, % at 6.95 µM; 0.83% of 370,000 active; AID 720648;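 active = inhibition above the mean of compounds lying between control limits plus 3 SD, set per campaign, cut at about 8.5% in these data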;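 note: 0% = DMSO-only wells as the low control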
# Target sequence (P78536 215-824 limits assumed): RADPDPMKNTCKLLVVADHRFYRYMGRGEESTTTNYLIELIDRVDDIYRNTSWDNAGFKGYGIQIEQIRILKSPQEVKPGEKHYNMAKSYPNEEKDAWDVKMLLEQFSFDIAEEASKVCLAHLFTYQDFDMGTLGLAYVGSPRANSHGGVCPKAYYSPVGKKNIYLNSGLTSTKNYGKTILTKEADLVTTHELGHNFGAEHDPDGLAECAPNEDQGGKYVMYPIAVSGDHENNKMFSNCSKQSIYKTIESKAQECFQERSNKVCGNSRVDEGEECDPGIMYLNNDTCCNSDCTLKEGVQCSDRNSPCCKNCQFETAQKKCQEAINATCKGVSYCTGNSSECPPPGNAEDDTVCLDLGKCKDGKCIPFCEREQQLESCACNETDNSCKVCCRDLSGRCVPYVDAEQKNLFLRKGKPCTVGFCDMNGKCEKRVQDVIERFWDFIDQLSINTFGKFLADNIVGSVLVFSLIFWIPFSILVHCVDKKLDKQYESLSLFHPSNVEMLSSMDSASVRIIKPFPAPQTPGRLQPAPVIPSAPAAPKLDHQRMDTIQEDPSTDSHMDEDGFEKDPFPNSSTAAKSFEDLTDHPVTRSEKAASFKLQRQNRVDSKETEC
# ARFGAP1 inh: inhibitors of rat ARFGAP1. Q62848. Arfgap1-stimulated ARF1 GTP hydrolysis, GDP FP detection. inhibition, % at 16.5 µM. 0.26% of 360,000 active. AID 651572;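 active = inhibition above a per-plate limit, mean inhibition of low control wells plus 3 SD, cut at about 25% in these data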;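 note: 0% = DMSO wells with enzyme and 100% = wells lacking Arfgap1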
# Target sequence (Q62848 1-136 limits assumed): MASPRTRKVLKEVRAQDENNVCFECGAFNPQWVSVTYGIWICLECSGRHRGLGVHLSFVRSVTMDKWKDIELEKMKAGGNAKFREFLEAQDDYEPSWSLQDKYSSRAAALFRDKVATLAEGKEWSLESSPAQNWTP
#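 Material: rat Arfgap1 catalytic domain, aa 1-136; also added: human ARF1(Δ1-17)-GTP substrate; compound dosing: one concentration, 16.5 µM, DMSO 1.26%; incubation: GTP hydrolysis reaction 2 h at 25 °C; measured by: Tracer-displacement fluorescence polarization with EDTA stop, 620/688 nm; evaluation: % inhibition from polarization; repeats: one replicate per compound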
# KLK7 zymogen act: activators of human kallikrein-7 zymogen; P49862; purified proKLK7, EDANS-DABCYL substrate fluorescence; 100% is mature enzyme control, 0% vehicle; activation, % at 7 µM; 0.9% of 370,000 active;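 active = activation above the mean of all tested compounds plus 3 SD, computed per campaign excluding outliers beyond control limits, cut at about 13% in these data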
# Target sequence (P49862 whole entry, looked up): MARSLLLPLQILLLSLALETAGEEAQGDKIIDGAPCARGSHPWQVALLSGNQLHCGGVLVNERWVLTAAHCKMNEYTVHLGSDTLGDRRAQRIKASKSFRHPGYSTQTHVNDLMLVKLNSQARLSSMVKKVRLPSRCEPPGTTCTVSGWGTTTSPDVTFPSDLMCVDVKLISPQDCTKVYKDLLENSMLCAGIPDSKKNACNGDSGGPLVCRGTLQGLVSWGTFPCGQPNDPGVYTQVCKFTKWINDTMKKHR
# TDP2 absorb: TDP2 (human) inhibition, absorbance primary screen | O95551 | 0.34% of 370,000 active | AID 720702 | recombinant TDP2, T5PNP hydrolysis, p-nitrophenol absorbance 415 nm | inhibition, % at 12.8 µM;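 active = inhibition above the mean of all tested compounds plus 3 SD, set per campaign, cut at about 25% in these data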;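 note: 0% = DMSO with enzyme and 100% = buffer with substrate but no TDP2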
#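 Assay system: Recombinant human TDP2 | Quantity: 120 nM TDP2 per well | Incubation: 2 h at 37 °C | Signal: Epi absorbance | Evaluation: Percent inhibition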
# ASAP1 inh: inhibitors of human ASAP1 ArfGAP activity. Q9ULH1. ASAP1-stimulated ARF1 GTP hydrolysis, GDP FP detection. inhibition, % at 16.5 µM. 0.19% of 360,000 active. AID 624377; in the data active = inhibition above about 25%;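 note: 0% = vehicle with enzyme and substrate and 100% = no enzyme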
# DDE Tn6 FP inh: disrupts Tn6 cyclic peptide binding to fibrin D-Dimer-E complex; P02675; 0.21% of 370,000 active; inhibition, % at 8.3 µM; Fibrin DD(E) TRITC-Tn6 fluorescence polarization displacement;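 active = inhibition above a per-campaign cutoff: mean of compounds within control limits plus 3 SD, cut at about 15% in these data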;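 note: 0% = median of all compound wells on the plate and 100% = blocking peptide control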
# PLCg1 inh: PLC-gamma1 (human) inhibition, primary screen; P19174; purified PLC-gamma1, fluorogenic substrate, fluorescence; inhibition, % at 12.2 µM; 0.84% of 370,000 active; AID 720700; in the data active = inhibition above about 9.5%
# DDE Tn7 FP inh: inhibitors of Tn7 peptide binding to human fibrin DD(E); P02675; FP displacement of FITC-Tn7 peptide from fibrin DD(E); 0% = median of compound wells per plate; inhibition, % at 8.3 µM; 0.13% of 370,000 active; AID 720508;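 active = inhibition above the mean of compounds falling within the control limits plus 3 SD of them, cut at about 14% in these data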;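 note: 0% = plate median of compound wells and 100% = 10 µM Aha-Tn7 peptide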
#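 Measure: % inhibition scaled between sample-field median and high-control FP; Test system: human fibrin DD(E); Quantity: 2 µM final DD(E) protein; Doses: one dose, 8.3 µM nominal; Schedule: compound with protein 10 min, then 3 h after probe, room temperature; Detection: fluorescence polarization; Medium: Tris buffer with calcium and detergent, pH 7.8.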
# ADAM10 inh: inhibitors of human ADAM10; AID 720582; O14672; 0.62% of 370,000 active; inhibition, % at 7 µM; recombinant ADAM10, EDANS/DABCYL FRET peptide cleavage, 3 h;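 active = inhibition above a per-campaign cutoff equal to the mean of compounds falling between control-based bounds plus 3 SD, cut at about 20% in these data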;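 note: 0% = DMSO wells while the 100% control is not disclosed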
# Active calls of the source: *; i = inactive.
# Under each structure: ASAP1 inh, PLCg1 inh, ARFGAP1 inh, DDE Tn6 FP inh, LEDGF integ inh, ADAM17 inh, DDE Tn7 FP inh, TDP2 absorb, ADAM10 inh, KLK7 zymogen act
CCOc1ccc(OCC)c(NC(=O)CN2CCN(c3cccc(C)c3)C(C)C2)c1 (stereo unspecified)
    17, 3, 18, -10, -2, -2, 4, -5, 1, -0.2
Cc1c(CCCN)c2ccccc2n1Cc1ccccc1
    0, 1, 4, 1, 1, -5, 3, 3, 2, 0.2
CC(=O)NCCn1c(SCC(=O)NCCC(C)C)nc2ccccc2c1=O
    -2, -5, -5, 4, 1, -5, 5, 5, -8, 0.1
NS(=O)(=O)c1ccc(NC(=S)Nc2ccc(OCc3ccccc3)cc2)cc1
    10, 2, -7, 5, 0, -2, 0, -4, 0, 0.4
CCCc1cc(C(=O)Nc2cnn(Cc3ccc(F)cc3)c2)no1
    -5, -1, 14, -2, 0, -7, -3, 4, -1, 0.0
Cc1cc(NC(=O)CSCC(=O)Nc2nc3ccccc3[nH]2)no1
    -2, -11, -3, -3, -2, -5, 5, 10, -10, 0.4
COc1ccc(-c2noc(C3CCCN(S(=O)(=O)c4ccc(C)c(Cl)c4)C3)n2)cc1OC (stereo unspecified)
    7, 0, 4, -4, 1, -5, 1, -2, -4, -0.1
O=C(CCNC(=O)c1ccccc1Cl)Nc1nc2ccccc2s1
    -12, -5, 4, -3, -2, -10, 4, 4, -30, -0.1
COC(=O)c1ccc(CN2C(=O)c3ccccc3S2(=O)=O)cc1
    -15, 2, -4, 0, -2, -1, -4, 3, -2, 0.4
COc1cc(NC(=S)NCc2ccc(S(N)(=O)=O)cc2)cc(OC)c1
    -5, 1, 17, 5, 5, -3, -4, 11, -1, 0.5
Cc1nc2scc(C)n2c(=O)c1S(=O)(=O)N1CCN(c2ccc([N+](=O)[O-])cc2)CC1
    3, 5, -15, -7, 1, -1, -4, -22, 4, -0.2
COc1ccccc1NC(=O)CSc1nc2[nH]ncc2c(=O)[nH]1
    -9, 1, -1, -4, 0, -2, 1, -1, 1, 0.1
c1ccc(-c2cn3c(n2)SCC3)cc1
    -3, 0, 0, -1, -2, -1, -3, -1, 2, -0.3
O=C(C1CCCO1)N1CCN(Cc2nc3ccccc3c(=O)[nH]2)CC1 (stereo unspecified)
    5, -4, -1, -6, 2, -7, -1, 9, -4, -0.6
COc1ccc([N+](=O)[O-])cc1Nc1ncnc2ccccc12
    -1, -3, 6, 6, 0, 0, -2, 10, -5, 0.6
CC(=O)n1c2c(c3ccccc31)OC(N)=C(C#N)C2c1ccc(C(C)C)cc1 (stereo unspecified)
    7, -110, -11, 2, 0, -84, 0, -5, -280, -1.6
COc1cccc(OC)c1OCC(O)CN1CCN(c2ccccc2)CC1 (stereo unspecified)
    13, 5, 4, -4, -1, -1, 2, 8, 4, 0.1
COc1ccc(N(CC(=O)N/N=C(\C)c2ccc(C)cc2)S(=O)(=O)c2ccccc2)cc1
    9, 6, 11, -1, 4, 1, -4, 6, 3, -0.1
CCCCc1cc(=O)oc2c(CN(C)C)c(O)ccc12
    -3, i, -6, 16*, -2, i, 2, 1, i, 55*
Cn1c(/C=C/c2cccc([N+](=O)[O-])c2)nc2ccccc2c1=O
    -3, 1, -4, 1, -1, -1, 7, 11, -1, 0.5
COC(=O)/C=C(\C)NC(=O)c1cccs1
    0, 0, 3, -3, -4, -6, -2, -3, -1, 0.1
C=CCC[C@@H](Cc1ccc(F)cc1)C(=O)OC[C@@H](Cc1c[nH]c2ccccc12)NC(=O)[C@@H](CC=C)CC(=O)NCCO
    -9, 4, -3, -11, 4, 17*, -7, -21, 28*, 1.4
O=c1[nH]cnc(O)c1C(c1ccc2c(c1)OCO2)c1c(O)nc[nH]c1=O
    11, -2, 4, 0, 3, -2, -3, 9, -2, -0.1
Cc1cc(NC(=O)CSc2nnnn2-c2ccc(F)cc2)no1
    9, 2, -1, 2, -1, 1, -4, -9, 3, -0.3
CCOC(=O)[C@]12CCCC=C1N(Cc1ccco1)C(=O)[C@H](CC(=O)NCC1CCCCC1)C2
    -9, -2, 7, -7, -5, -5, 2, 5, -8, 0.1
C=CCOc1ccc2c(OC)c3ccoc3nc2c1OC
    0, i, 1, -7, -1, -268, 0, 6, i, 19*
O=C1C=C(C#Cc2ccc(Oc3ccccc3)cc2)C[C@@H](c2ccc(F)cc2)C1
    14, 1, -1, -3, 4, -3, 2, -2, 3, -0.2
CCOC(=O)C1CCCN(Cc2cc(=O)oc3cc(C)c(C)cc23)C1 (stereo unspecified)
    -8, 3, 13, 4, 1, 2, -13, -9, 3, 0.4
O=S(=O)(CCNC1CC1)NC1CCCCC1
    6, -2, -2, 2, -1, -2, 5, 1, -16, 0.2
Cc1noc(C)c1S(=O)(=O)Nc1ccc2c(c1)C(=O)N([C@@H](C)CO)C[C@@H](C)[C@@H](CN(C)CC1CCCCC1)OCCCC[C@@H](C)O2
    3, 3, 8, 1, -4, -1, -6, 7, -1, 0.1
O=C(N/N=C/c1cccnc1)NC12CC3CC(CC(C3)C1)C2
    7, 3, 7, 2, 3, -8, 7, -9, 8, -0.1
O=C1CCN(Cc2ccccc2)CCN1[C@H](CO)c1ccccc1
    1, 2, 10, -3, -2, -2, -1, -5, 5, 0.8
CCCCN(CC)S(=O)(=O)c1c(C)[nH]c(=O)[nH]c1=O
    3, 1, 3, -5, 1, -5, 2, 1, 2, 0.1
COc1cccc2cc(-c3ccccc3)c(=O)oc12
    -7, -32, -5, -6, -6, -6, -2, 0, -14, -0.2
COc1cnc(-c2ccccc2)nc1Oc1cccc(C)c1
    25*, 3, 15, 2, -3, -1, -1, -8, 0, 0.0
COc1ccc(C)cc1NS(=O)(=O)c1ccc2c(c1)oc(=O)n2C
    8, -1, -5, 4, 1, 1, 5, -7, -5, -0.3
O=C1NC(=S)SC1=C1CCCC1
    -16, 26*, -6, -1, 8, -1, -2, 2, 7, -0.2
CCN(CCn1cccn1)Cc1c(C(=O)N2CCCCCCC2)nc2ccc(Cl)cn12
    1, -1, 4, -6, 27*, 2, -11, -4, -6, -0.4
CCOc1ccc(Nc2cc(C)nc3ccc(C)cc23)cc1
    12, -2, -3, -7, -5, -3, 1, -2, 11, 0.1
Nc1nonc1C(=O)NCCN=Cc1ccccc1O
    -7, 1, -2, -5, 3, 0, -1, 10, 7, 0.3

# Next part (four carried over from the part before).
# Under each structure: ASAP1 inh, PLCg1 inh, ARFGAP1 inh, DDE Tn6 FP inh, LEDGF integ inh, ADAM17 inh, DDE Tn7 FP inh, TDP2 absorb, ADAM10 inh, KLK7 zymogen act
O=C1NC(=S)SC1=C1CCCC1
    -16, 26*, -6, -1, 8, -1, -2, 2, 7, -0.2
CCN(CCn1cccn1)Cc1c(C(=O)N2CCCCCCC2)nc2ccc(Cl)cn12
    1, -1, 4, -6, 27*, 2, -11, -4, -6, -0.4
CCOc1ccc(Nc2cc(C)nc3ccc(C)cc23)cc1
    12, -2, -3, -7, -5, -3, 1, -2, 11, 0.1
Nc1nonc1C(=O)NCCN=Cc1ccccc1O
    -7, 1, -2, -5, 3, 0, -1, 10, 7, 0.3
CCOC(=O)n1cc(C(=O)c2ccccc2O)cn1
    -4, -7, -11, 10, 1, -1, 7, -7, -6, 2.8
O=C(CCNC(=O)Cn1ccc2ccccc2c1=O)NCCc1ccccc1Cl
    0, 7, 14, 7, 2, 2, -11, -4, -2, -0.1
O=C(Nc1ccc(F)cc1)c1cccnc1
    -8, 4, 4, 0, 7, 2, 7, -4, 12, 1.0
Cc1cccc(S(=O)(=O)NC(=O)C2(C)CCN2C(=O)c2cccc(F)c2)c1 (stereo unspecified)
    12, 4, -2, -7, 0, -2, 2, 7, -4, -0.2
O=C(CN1CCN(S(=O)(=O)/C=C/c2ccccc2)CC1)Nc1ccccc1N1CCOCC1
    -3, 4, 17, 8, -5, -2, 11, -6, 7, 0.2
Cc1nc(=S)c2ccccc2[nH]1
    -6, -3, 1, 6, 1, -3, -4, 0, -1, -0.8
CC[C@@H]1CCC[C@@H](O)[C@@H](C)C(=O)O[C@H](C)[C@@H](C)C/C=C(C)/C(OC)=C\C(=O)N(C)C([C@@H](C)CC)C(=O)N(C)[C@@H](C(C)C)C(=O)N(C)[C@@H](COC)C(=O)N2CCC[C@H]2C(=O)N(C)[C@@H](C(C)C)C(=O)N2CCC[C@H]2C(=O)O1 (stereo partly specified)
    -6, 3, 0, 5, -1, 4, 2, -4, 12, 0.2
C=CCOc1c2ccc(C(=O)NCc3ccccc3OC)cc2nn1C
    1, -457, 15, -4, -2, -74, 1, 4, -233, 14*
O=C(CCC1CCCC1)NNC(=O)c1cc2ccccc2cc1O
    7, -110, 0, -2, -7, -4, -7, -5, -2, -4.5
COc1cc(C(O)c2nc(/C=C/c3ccc(C(F)(F)F)cc3)cs2)ccc1F (stereo unspecified)
    8, -8, 1, 2, -1, 7, 2, 1, 16, 0.3
Cc1ccc(NC(=S)NNc2ccc(C(=O)O)cc2[N+](=O)[O-])cc1C
    -10, -3, 3, -3, 0, -1, -4, -9, 3, 0.2
C/C(=N\NC(=O)c1cccc(Cl)c1)c1cccc(NC(=O)c2ccco2)c1
    8, -1, 6, 3, 6, -5, -6, 2, 2, -0.5
COCCN(C(=O)CSc1nc2ccccc2o1)c1c(N)n(Cc2ccccc2)c(=O)[nH]c1=O
    -13, 5, -2, 1, -3, -6, -4, 0, -6, 0.5
COc1ccc(C(C#N)CC(=O)c2ccc(OCc3ccccc3)c(OC)c2)cc1OC (stereo unspecified)
    -1, 0, 7, 6, 60*, -5, -3, -5, -11, -1.2
CC(OC(=O)CCC(=O)c1ccccc1)C(=O)Nc1ccc(F)cc1 (stereo unspecified)
    5, 2, -13, -1, 4, -1, -6, 3, 2, 0.0
CN(c1ccccc1)S(=O)(=O)c1cccc(NC(=O)CC(C)(C)C)c1
    8, 0, 4, -2, -2, 3, 1, -15, 6, 0.2
OC(CNCCc1ccccc1)c1ccccc1 (stereo unspecified)
    -4, 2, -3, 7, -1, -1, 4, -8, -10, -0.8
Oc1c(Cl)cc(Cl)cc1/C=N/c1ncn[nH]1
    18, 0, 0, 2, 5, -4, 1, -19, -6, 0.0
O=C(O)c1ccc2nc(C(F)(F)F)[nH]c2c1
    15, 6, 10, 1, 3, 1, 0, 8, 11, 0.1
CC/C(=N\N=C1\SC(C)C(=O)N1Cc1ccco1)c1ccccc1 (stereo unspecified)
    -4, -7, 0, 5, -1, 3, 7, -12, 8, 0.7
Cc1ccc(-c2cc(NC(=O)CCl)n(-c3ccccc3)n2)cc1
    9, 1, 4, 6, -2, -4, 2, 3, 9, -0.2
